# HT1080-NT tox: kills 2HG-producing HT-1080-NT fibrosarcoma cells; HT-1080-NT fibrosarcoma viability, CellTiter-Glo ATP luminescence, 48 h; Potency, µM (doses to about 46.1 µM), for the others: at the top dose activity, negative = less viability, most hits filed as cytotoxic; 360,000 compounds, 1.6% hits; AID 686970;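 also: NT is the 2HG producing partner of a matched IDH1 knockdown line; potency is read from the fitted curve at half-maximal effect; 0% = DMSO-treated cells and -100% = media-only wells without cells; nearly all actives have a fitted effect of over 55% in size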
#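 Read-out is CellTiter-Glo luminescence after 10 minutes at room temperature, following 48 hours' compound treatment of HT-1080-NT cells (750 cells/well, RPMI, 5% FBS, 37 degrees C).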
# IL-1B inflam inh: inhibitors of inflammasome signaling (IL-1 beta secretion); THP-1 LPS/ATP IL-1B secretion, AlphaLISA, 16 h; stronger effect = lower value; activity change, % at 57.5 µM; 360,000 compounds, 4.7% hits; AID 743279; in the data active = activity change below about -50%; inconclusive = mostly about -30% to -49%; also: % is scaled to controls: 0 for no effect and ±100 for the full control effect
#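 Secreted IL-1B measured by AlphaLISA bead assay after 16 h compound exposure of THP-1 cells; compounds (final up to 57.5 uM) added 1 h before LPS (250 ng/mL) and ATP (1.25 mM) stimulation; lower signal means less secretion.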
# ATXN2 expr inh: inhibitors of ATXN2 expression | HEK-293 ATXN2-luciferase reporter, luminescence, 24 h | Potency, µM (titrated, usually from 57 µM), inactives show top-dose activity change, negative = inhibition, usual class: inhibitors | 360,000 compounds, 0.72% hits; also: potency is read from the fitted curve at half-maximal effect; % is scaled to controls: 0 for no effect and ±100 for the full control effect; nearly all actives have a fitted effect of over 55% in size
#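 qHTS (up to 57 uM final) was run with 24 h compound exposure of reporter cells at 37 °C. Each well was multiplexed: SteadyGlo luminescence measured ATXN2-luciferase expression after a fluorogenic Gly-Phe-AFC viability readout (25 uM final).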
# SW480 rerep: DNA re-replication induction in SW480 cells; SW480 DNA re-replication, Hoechst DNA content imaging, 48 h; Potency, µM (top dose mostly 46.1 µM), for the others: top-dose re-replication activation, hits mostly activators; 340,000 compounds, 1.8% hits; AID 624297; also: potency is read from the fitted curve at half-maximal effect; % of control where 0% means no effect; nearly all actives have a fitted effect of over 55% in size
#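 Per well, 250 cells were exposed to pinned compound for 48 hr. Nuclear DNA was visualised with Hoechst (40 min, 37 C) and total object intensity recorded by fluorescence scanning.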
# KB-3-1 tox: kills parental KB-3-1 adenocarcinoma cells; KB-3-1 viability, CellTiter-Glo ATP luminescence, 72 h; 400,000 compounds, 1.4% hits; Potency, µM (top dose mostly 46.1 µM), for the others: top-dose activity change, negative = cytotoxic, hits mostly cytotoxic; also: potency is read from the fitted curve at half-maximal effect; % is scaled to controls: 0 for no effect and ±100 for the full control effect; nearly all actives have a fitted effect of over 60% in size
#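 Using CellTiter-Glo luminescence, growth of non-resistant KB-3-1 adenocarcinoma cells is assessed 72 h after pin-tool compound addition at 37 °C. Normalized responses across the concentration series yield fitted curves.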
# KB-V1 cytotox: kills drug-selected multidrug resistant KB-V1 cells; KB-V1 MDR cells viability, CellTiter-Glo, 72 h; Potency, µM (titrated, usually from 46.1 µM), for inactives: at the highest dose activity change, negative = cytotoxicity, hits mostly cytotoxic; 400,000 compounds, 3.4% hits; AID 1347076; also: potency is read from the fitted curve at half-maximal effect; % is scaled to controls: 0 for no effect and ±100 for the full control effect; nearly all actives have a fitted effect of over 60% in size
#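 Cytotoxicity via CellTiter-Glo luminescence after 72 h compound exposure at 37 degrees C. Cells: drug-selected KB-V1 line, DMEM phenol-red free plus 10% FBS. Compounds tested at multiple concentrations; normalized data fitted to concentration-effect curves.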
# HT1080 IDH1KD tx: HT-1080 IDH1 knockdown cell toxicity (counter line). HT-1080 IDH1 knockdown viability, ATP luminescence, 48 h. Potency, µM (doses to about 46.1 µM), for the others: top-dose activity, negative = toxicity, actives largely listed as cytotoxic. 360,000 compounds, 2% hits. AID 686971;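 also: potency is read from the fitted curve at half-maximal effect; 0% = DMSO wells and -100% = cell-free medium wells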
#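 HT-1080-IDH1KD cells (IDH1 knocked down), 750/well in RPMI with 5% FBS, treated with compound 48 h at 37 degrees C. Viability by CellTiter-Glo luminescence, normalised to DMSO and no-cell wells; concentration-response curves classed.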
# S2 tox: viability counter-screen for ATXN expression inhibitors; S2 cells (HEK-293 line with an ATXN2-luciferase reporter) viability, CellTiter-Fluor protease fluorescence, 24 h; Potency, µM (titrated, usually from 56.7 µM), actives largely listed as cytotoxic; 400,000 compounds, 0.49% hits; also: potency is read from the fitted curve at half-maximal effect; nearly all actives have a fitted effect of over 40% in size
# MCF10A rerep: inducers of DNA re-replication in MCF 10A breast cells; MCF 10A DNA re-replication, Hoechst nuclear intensity, 48 h; Potency, µM (titrated, usually from 46.1 µM), for the others: at the top dose activity, positive = re-replication, most hits filed as activators; 350,000 compounds, 2.9% hits; AID 624296; also: potency is read from the fitted curve at half-maximal effect; % of control where 0% means no effect; nearly all actives have a fitted effect of over 50% in size
# * marks the source's active call; other numbers are inactive results; i = inactive; ? = inconclusive; . = not tested or not shown; [ ] = remark or other dose. Unless noted, calls follow the shape of the dose curve; as a rule, active = well fitted curve in the direction sought with a large enough effect; inconclusive = small, poorly fitted or top-dose-only effect, or another doubt; inactive = no such curve, though single readings can be large; an effect the other way counts as inactive or inconclusive.
# Sequence of screens – HT1080-NT tox, KB-V1 cytotox, KB-3-1 tox, SW480 rerep, S2 tox, ATXN2 expr inh, MCF10A rerep, HT1080 IDH1KD tx, IL-1B inflam inh
1	Cc1cc(C)c(S(=O)(=O)/N=C2\C=C(NS(=O)(=O)c3ccccc3)C(=O)c3ccccc32)c(C)c1
  -6%, 16%, -2%, -6%, ?, -5%, 14%, -7%, 30
2	Cc1sc2ncn(CC(=O)NCCCC(=O)N3CCC(C(N)=O)CC3)c(=O)c2c1C
  12%, 1%, -11%, -2%, i, -4%, -1%, 6%, 5
3	COc1ccc(/C(N)=N/O)c(OC)c1
  20%, 0%, 12%, -5%, i, 4%, -7%, 16%, -10
4	CCCN1CNC(=S)N(c2ccccc2C)C1
  -2%, 1%, 13%, 2%, ?, -12%, -13%, 16%, -11
5	CC(C)CC1=NN(C(=O)c2ccncc2)C(O)(C(F)(F)F)C1 (stereo not given)
  -14%, 15%, 0%, 156%, i, 5%, 0%, -2%, -11
6	Cc1nn(-c2ccccc2)c(C)c1CNC(=O)c1ccc(S(=O)(=O)NCc2ccco2)cc1
  0%, 3%, 3%, 3%, i, 3%, -2%, -1%, 19
7	O=C(NCc1cccc(C(F)(F)F)c1)c1c[nH]c(=O)s1
  -4%, ?, ?, ., i, -11%, ., -18%, 15
8	O=C(Cn1cnc2c(cnn2-c2ccccc2)c1=O)NCc1ccccc1
  ?, 5.2µM*, 8.2µM*, ?, ?, -2%, ?, ?, 22
9	Cc1cc2ccccc2n1CCNC(=O)c1ccc(S(=O)(=O)N2CCCCC2)cc1
  4%, ?, -4%, -2%, ?, 6%, 8%, -6%, -16
10	CCO[C@H]1OC(C(=O)NCc2ccccc2)=C[C@@H](c2ccc(C(F)(F)F)cc2)[C@@H]1CCCO
  -20%, 6%, -6%, 0%, ?, ?, -5%, -17%, ?
11	Cc1ccc(-n2c(=S)[nH]c3sc4c(c3c2=O)CCC4)cc1
  0%, -23%, 1%, 2%, i, -12%[11.3 µM], ?, -9%, 23
12	Cc1ccc(C)c2[nH]c(=O)c(C(c3nnnn3C(C)(C)C)N3CC=C(c4ccc(F)cc4)CC3)cc12 (stereo not given)
  -12%, ?, 1%, 0.16µM*, i, -2%, ?, -21%, -15
13	CCOC(=O)c1cc(CC)sc1NC(=O)c1cccc(N2C(=O)CCC2=O)c1
  9%, 2%, 20%, -4%, i, 1%, -84%[inhibitor], 14%, -6
14	Cc1ccc(NC(=O)COC(=O)c2ccc(-n3nc(C)cc3C)cc2)c(F)c1
  4%, 23%, 4%, -6%, i, 3%, ?, 1%, 13
15	Nc1ccccc1SC1CC(=O)N(Cc2ccccc2)C1=O (stereo not given)
  0%, -8%, 1%, -20%, i, 11%, 4%, -3%, 12
16	Cn1c(=O)oc2cc(S(=O)(=O)NCCC(=O)NCc3ccccc3Cl)ccc21
  11%, 5%, 1%, -1%, i, 8%, -5%, 18%, 10
17	CCOc1ccccc1N=Nc1c(C)[nH]n(C(N)=S)c1=O
  16%, ?, -20%, -6%, ?, -32%, 1%, 13%, 12
18	COc1ccc(C2=NOC(Cn3nc(-c4ccccc4)cc3C(=O)NCc3cccs3)C2)cc1 (stereo not given)
  -4%, 0%, -10%, ?, i, -12%, 9%, -2%, -1
19	COc1ccccc1-c1nnc(C2CCN(C(=O)c3ccc(Cl)cc3)CC2)o1
  ., 3%, -8%, ., i, 7%, ., ., .
20	Cc1ccc(S(=O)(=O)N(C)C[C@@H]2Oc3ccc(NC(=O)Nc4cccc5ccccc45)cc3C(=O)N([C@H](C)CO)C[C@H]2C)cc1
  1%, ?, 2%, 5%, i, 10%, ?, 1%, 9
21	COc1ccc(NC(=S)c2ccc3ccccc3n2)cc1
  8%, -4%, 18%, 5%, i, 19%, -22%, -1%, 0
22	COc1ccc(NC(=O)Cc2csc(NC(=O)Nc3ccccc3OC)n2)c(OC)c1
  6%, ?, 0%, 1%, ?, -11%, 6%, 3%, -5
23	Cc1c(C(=O)COC(C)(C)C)[nH]c2ccccc12
  5%, -19%, 11%, -2%, i, 7%, -2%, -1%[9.24 µM], -1
24	O=C(CCc1ccccc1)Nc1cccc([N+](=O)[O-])c1
  5%, -3%, 1%, -17%, i, 5%, -23%, 3%, -7
25	Cc1ccc(NC(=O)CSC2=NN3CCCC(=O)N=C3S2)c(C)c1
  4%, -18%, 0%, -19%, i, -14%, 7%, -4%, 1
26	Cc1ccc(CNc2ncnc3c2cnn3-c2ccc(C)cc2C)cc1
  ., -3%, -1%, ., ?, -24%, ., ., .
27	CCN(CC)c1ccc(C(=C2C=CC(=[N+](CC)CC)C=C2)c2ccccc2)cc1
  2.6µM*, ?, 0.026µM*, ?, 0.89µM*, 0.35µM*, ?, 1µM*, -120*
28	Cc1cnc(SCc2ccc(Cl)cc2Cl)[nH]c1=O
  -2%, 3%, -5%, 0%, ?, ., 9%, -10%, 3
29	O=C(NC1CCCCC1)c1ccccc1C(F)(F)F
  8%, 18%, 9%, 5%[1.84 µM], i, 21%, ?, 11%, 11
30	CCOC(=O)c1sc(NC(=O)c2cc(-c3ccccc3)nc3ccccc23)c(C#N)c1C
  2.9µM*, ?, 15µM*, 0%, ?, ?, 2.6µM*, 5.2µM*, -62*
31	CCC(C)CCN1C(N(C)C)=NC[C@@H]1CC(C)C (stereo not given in full)
  -4%, -4%, -26%, 13%[9.22 µM], i, -29%, -6%, -4%, -4
32	Cc1cccc(C(=O)OCC(=O)NCc2ccco2)c1
  6%, 0%, -1%, -4%, ?, 4%, 2%, 8%, -3
33	CC(=O)c1ccc(N2CCN(C(=O)CCCn3c(=O)[nH]c4ccc(Br)cc4c3=O)CC2)cc1
  -10%, -16%, -16%, -2%, ?, ., 2%, -15%, -30
34	COC(=O)c1cccc([N+](=O)[O-])c1CN1CCCC(C(N)=O)C1 (stereo not given)
  7%, 1%, 6%, -4%, i, -16%, -1%, 10%, 6
35	CN1CCN(C(=O)C2CCN(S(=O)(=O)c3ccccc3[N+](=O)[O-])CC2)CC1
  17%, ?, 17%, -4%, i, -14%, -6%, 8%, -5
36	COC(=O)c1ccc(NC(=S)NC(=O)c2cc(-c3ccccc3)nc3ccccc23)cc1
  -1%, -21%, 5%, 3%, i, -3%, 8%, -7%, 2
37	Cc1ccc2c(c1)C1C[N+](C)(CC(=O)Nc3ccccc3Cl)CCC1N2C(=O)c1ccccc1Cl (stereo not given)
  3%, ?, 1%, -15%, ?, 5%, 11%, 10%, ?
38	COc1ccc(-c2n[nH]c(=S)nc2-c2ccc(OC)cc2)cc1
  0%, ?, 4%, 3%, i, 4%, -7%, 4%, 0
39	COc1ccc(N2CCN(C(=O)COC(=O)c3ccco3)CC2)cc1
  -4%, 19%, 0%, -2%, i, -1%, -2%, 1%, 4
40	CCOc1ccc(C(=O)N2CC(=O)Nc3ccc(F)cc3C2c2ccc(F)cc2)cc1 (stereo not given)
  ., 5%, -1%, ., i, 13%, ., ., .

# 6 compounds already listed, arranged by the value under IL-1B inflam inh, ascending.
no. | canonical_smiles | IL-1B inflam inh
33 | CC(=O)c1ccc(N2CCN(C(=O)CCCn3c(=O)[nH]c4ccc(Br)cc4c3=O)CC2)cc1 | -30
35 | CN1CCN(C(=O)C2CCN(S(=O)(=O)c3ccccc3[N+](=O)[O-])CC2)CC1 | -5
31 | CCC(C)CCN1C(N(C)C)=NC[C@@H]1CC(C)C (stereo not given in full) | -4
25 | Cc1ccc(NC(=O)CSC2=NN3CCCC(=O)N=C3S2)c(C)c1 | 1
36 | COC(=O)c1ccc(NC(=S)NC(=O)c2cc(-c3ccccc3)nc3ccccc23)cc1 | 2
29 | O=C(NC1CCCCC1)c1ccccc1C(F)(F)F | 11

# The listing continues.
# Sequence of screens – HT1080-NT tox, KB-V1 cytotox, KB-3-1 tox, SW480 rerep, S2 tox, ATXN2 expr inh, MCF10A rerep, HT1080 IDH1KD tx, IL-1B inflam inh
41	O=C(Nc1ccc(Cl)cc1C(F)(F)F)C(Sc1cccc[n+]1[O-])c1ccccc1 (stereo not given)
  -15%, ?, 4%, -1%, i, 5%, 1%, -6%, -8
42	CCOc1ccc(CCNC(=O)COC(=O)c2cccc(N(C)C)c2)cc1OCC
  1%, -3%, 15%, 6%, i, -2%, 3%, 0%, -12
43	COc1ccccc1N(CC(=O)N/N=C(\C)c1cccc(Br)c1)S(C)(=O)=O
  1%, 21µM*, 14%, -5%, i, 6%, -1%, 2%, -1
44	S=c1[nH]c2ccc(Cc3ccc4[nH]c(=S)[nH]c4c3)cc2[nH]1
  ?, ?, -14%, ?, i, 10%, 22%, -24%, -16
45	Cc1cc(C)c2sc(N)nc2c1
  11%, 0%, 13%, -4%, i, -16%, -2%, -1%, 31

# Entries shown so far containing two or more sulfur atoms, in the order listed:
# Sequence of screens – HT1080-NT tox, KB-V1 cytotox, KB-3-1 tox, SW480 rerep, S2 tox, ATXN2 expr inh, MCF10A rerep, HT1080 IDH1KD tx, IL-1B inflam inh
1	Cc1cc(C)c(S(=O)(=O)/N=C2\C=C(NS(=O)(=O)c3ccccc3)C(=O)c3ccccc32)c(C)c1
  -6%, 16%, -2%, -6%, ?, -5%, 14%, -7%, 30
11	Cc1ccc(-n2c(=S)[nH]c3sc4c(c3c2=O)CCC4)cc1
  0%, -23%, 1%, 2%, i, -12%[11.3 µM], ?, -9%, 23
25	Cc1ccc(NC(=O)CSC2=NN3CCCC(=O)N=C3S2)c(C)c1
  4%, -18%, 0%, -19%, i, -14%, 7%, -4%, 1
44	S=c1[nH]c2ccc(Cc3ccc4[nH]c(=S)[nH]c4c3)cc2[nH]1
  ?, ?, -14%, ?, i, 10%, 22%, -24%, -16

# Assay outcomes from PubChem.

# Not a hit list; any-hit rate near 11%.
